D2 antag = antagonists of human D2 dopamine receptor; P14416; inhibition, % at 10 µM; 340,000 tested, 2% active; HEK293 TREx D2 cells, calcium flux, dopamine EC80; in the data active = inhibition above about 30%; also: 0% is about no effect
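Read-out: kinetic calcium fluorescence (1 cycle/s) in inducible HEK293 T-REx D2 cells after an EC80 dopamine addition that followed 180 s compound preincubation. Loss of the dopamine response indicates antagonism.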
D1 potentiator = human D1 dopamine receptor positive modulation; P21728; HEK293 TREx D1 cells, calcium flux, dopamine EC20 potentiation; potentiation, % at 10 µM; 360,000 tested, 0.036% active; AID 504651; in the data active = potentiation above about 30%; also: 0% is about no effect
D2 potentiator = positively modulates the human D2 dopamine receptor allosterically | P14416 | HEK293 T-REx D2, calcium flux, EC20 dopamine potentiation | potentiation, % at 10 µM | 340,000 tested, 0.34% active;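 active = potentiation over 3 SD above the plate norm, cut at about 30% in these data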; also: 0% is about no effect
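Using a no-wash calcium dye in inducible, force-coupled HEK293 Trex cells expressing D2, we tracked fluorescence each second for 180 s after compound, then for 180 s after EC20 dopamine to detect augmented signalling.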
D1 antagonist = blocks dopamine activation of the human D1 receptor; P21728; HEK293 TREx D1 cells, calcium flux, dopamine EC80; hits give low values; activity change, negative = inhibition, % at 10 µM; 360,000 tested, 3.2% active; in the data active = activity change below about -30%; also: % is scaled to controls: 0 for no effect and ±100 for the full control effect
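Allosteric or orthosteric antagonism assessed as attenuation of the calcium response to EC80 dopamine, added 180 s after compound, in induced HEK293 Trex D1 cells loaded with no-wash calcium dye.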
D2 agonist = agonists of human D2 dopamine receptor; HEK293 T-REx D2 cells, calcium flux agonist mode; activation, % at 2 µM; 340,000 tested, 0.53% active;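 active = activation over 3 SD above normal in the single-dose calcium agonist read, cut at about 30% in these data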; also: 0% is about no effect
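Agonism scored from kinetic calcium signal (1 read/sec, 180 s) following compound pin transfer, after a 10 s baseline. Cells: HEK293 Trex line expressing inducible D2 receptor coupled to calcium, dye-loaded after overnight culture at 30 C.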
RXFP1 antag = blocks the human relaxin receptor RXFP1 | 350,000 tested, 0.59% active | Q9HBX9 | HEK293-RXFP1, relaxin-stimulated cAMP HTRF, 30 min; hits give low values | activity change, negative = inhibition, % at 57.5 µM;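 active = activity change of -60% or lower, but not beyond a set lower limit; inconclusive = change between -60% and -40%, or beyond the set limit; inactive = change above -40%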; also: % is scaled to controls: 0 for no effect and ±100 for the full control effect
Target sequence (Q9HBX9 whole entry, looked up): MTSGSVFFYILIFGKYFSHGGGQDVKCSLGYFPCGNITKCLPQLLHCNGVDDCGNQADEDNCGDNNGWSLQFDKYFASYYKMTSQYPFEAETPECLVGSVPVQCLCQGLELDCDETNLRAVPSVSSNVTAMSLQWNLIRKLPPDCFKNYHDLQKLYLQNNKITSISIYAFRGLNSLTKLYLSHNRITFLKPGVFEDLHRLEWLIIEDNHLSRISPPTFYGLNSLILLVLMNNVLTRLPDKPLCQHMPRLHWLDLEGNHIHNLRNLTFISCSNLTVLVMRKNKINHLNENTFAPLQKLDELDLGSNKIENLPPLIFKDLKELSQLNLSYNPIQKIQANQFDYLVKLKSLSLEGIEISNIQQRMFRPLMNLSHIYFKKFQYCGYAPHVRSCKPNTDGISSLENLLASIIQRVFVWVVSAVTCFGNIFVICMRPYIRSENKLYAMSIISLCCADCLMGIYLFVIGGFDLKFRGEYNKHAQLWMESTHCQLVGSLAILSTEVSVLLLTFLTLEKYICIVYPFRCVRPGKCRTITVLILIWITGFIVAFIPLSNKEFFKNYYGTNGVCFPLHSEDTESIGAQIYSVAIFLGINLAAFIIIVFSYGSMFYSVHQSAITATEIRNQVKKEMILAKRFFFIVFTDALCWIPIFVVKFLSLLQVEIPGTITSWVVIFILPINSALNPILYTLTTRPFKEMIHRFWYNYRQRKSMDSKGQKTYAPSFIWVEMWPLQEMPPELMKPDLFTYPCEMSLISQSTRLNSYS
D1 ag = human D1 receptor agonism | HEK293 T-REx D1 cells, calcium flux, agonist mode | AID 504660 | activation, % at 2 µM | P21728 | 360,000 tested, 1% active; also: 0% is about no effect
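Agonism was scored from calcium flux recorded over 180 s (1 read/s) after pintool compound addition, following a 10-cycle baseline. Cells were inducible force-coupled HEK293 TREx D1, plated overnight at 30 C and loaded with no-wash calcium dye.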
TRHR PAM = TRH receptor (human) allosteric enhancement; P34981; TRHR cells, fluo-8 calcium fluorescence, EC20 TRH enhancement; enhancement, % at 2 µM; 360,000 tested, 0.66% active; AID 493056; in the data active = enhancement above about 30%; also: 0% is about no effect
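TRHR-expressing cells loaded with fluo-8 calcium dye were read kinetically (ex 480/em 530) during compound addition, then stimulated with an EC20 of TRH (10 nM final). Enhancement of the Gq-mediated intracellular calcium response was scored.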
TRHR ag = agonists of human TRH receptor; P34981; AID 493084; TRHR cells, calcium flux fluo-8, FDSS agonist mode; activation, % at 2 µM; 360,000 tested, 0.18% active; also: 0% is about no effect
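TRHR-expressing cells, plated overnight in medium with 10% serum, were loaded with fluo-8 calcium dye at room temperature. After a 10 s baseline, library compound was pin-added and calcium release was recorded kinetically (ex 480/em 530) as agonist response.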
* hit, by the source's call; ? = inconclusive; · = no result given; & = joins results of further samples. Rule as the data show it, unless noted: active = activation above about 30%; inactive = the rest.

Results follow in this order: D2 antag | D1 potentiator | D2 potentiator | D1 antagonist | D2 agonist | RXFP1 antag | D1 ag | TRHR PAM | TRHR ag
CCOc1ccccc1C1C(C#N)=C(N)SC(N)=C1C#N
  10 | -7 | 6 | -21 | -0.1 | 4 | 4 | -5 | -0.2
Cn1cccc1CC(=O)N/N=C/c1cc([N+](=O)[O-])ccc1Cl
  2 | -3 | -5 | 0 | -0.5 | -32 | 1 | -2 | -2.3
O=c1c2c([N+](=O)[O-])cc([N+](=O)[O-])cc2sn1Cc1ccccc1
  · | -5 | · | -29 | · | ? | 51* | 6 | 0.8
COc1ccc(-c2[nH]ncc2CNCCc2ncccc2C)cc1F
  28 | -1 | 7 | -2 | -0.5 | -12 | 1 | -1 | 0.2
O=C(NC(=S)Nc1ccc(N2CCOCC2)cc1)c1ccc(Cl)cc1
  14 | -5 | -12 | 2 | 0.6 | -1 | 4 | 3 | -0.5
O=C(O)Cn1c2ccccc2c2ccccc21
  -8 | -3 | -3 | -14 | 0.4 | -18 | 0 | 1 | 2.0
CCOC(=O)C1CCCN(C(=O)/C(=C/c2ccco2)NC(=O)c2ccccc2)C1 (configuration not stated)
  · | -7 | · | 4 | · | -10 | 6 | 2 | 2.5
Cn1c(=O)c2c(ncn2CC(=O)N/N=C/C=C\c2ccccc2[N+](=O)[O-])n(C)c1=O
  5 | 0 | 8 | -7 | -0.7 | -10 | 2 | 6 | 0.4
Cc1cc(O)c(-c2ccno2)cc1Cl
  4 | -1 | 7 | -6 | -0.7 | 6 | 6 | 2 | -0.4
O=C(Nc1c(C(=O)N2CCOCC2)cnn1-c1ccccc1)c1ccccc1
  -10 | 0 | 12 | 2 | 0.8 | 0 | 0 | 9 | -0.6
Cc1ccc(S(=O)(=O)N2CCOCC2)cc1NC(=O)C1CC(=O)N(c2ccc3c(c2)OCCO3)C1 (configuration not stated)
  14 | -1 | -3 | -20 | -0.7 | -4 | 0 | -2 | 0.6
COc1cccc(C(=O)Nc2cc3c(cc2N2CCOCC2)n(C)c(=O)n3C)c1
  -22 | -2 | -3 | -16 | -0.8 | -1 | 2 | 3 | -0.6
CC(Oc1ccccc1Cl)c1nnc(N)s1 (configuration not stated)
  -23 | 4 | -5 | 5 | -0.4 | -8 | 2 | 3 | 0.0
CNC(=S)N/N=C(\C)c1ccc(-n2ccnc2)cc1
  -19 | -4 | 12 | -9 | -0.6 | -10 | 0 | 8 | -1.2
CCN(CC)S(=O)(=O)c1ccc2c(c1)N(CC(=O)N1CCN(c3ccc(OC)cc3)CC1)C(=O)CO2
  · | 1 | 13 | -1 | 0.1 | -6 | -2 | 9 | -1.3
Cc1ccc(C(=O)C2CCN(CC(=O)Nc3ccccc3C)CC2)cc1
  -25 | -10 | -26 | -9 | -1.2 | -9 | 1 | -6 | -0.1
CCOC(=O)CN1C(=O)CC(c2ccc([N+](=O)[O-])cc2)C1=O (configuration not stated)
  · | -2 | · | -8 | · | -4 | -2 | 0 | 0.4
Cc1ccc(SCC(=O)NC(C)c2ccccc2)cc1 (configuration not stated)
  -3 | -2 | 7 | -4 | 1.7 | -8 | 4 | -2 | 1.3
CCOC(=O)COn1c(=O)c(=O)n(O)c2ccccc21
  -10 | -2 | 2 | -7 | -0.1 | -16 | 2 | -1 | 0.2
CCOC(=O)c1c(NC(=O)C2CC(Cl)=CCC2C(=O)O)sc2c1CCCCC2 (configuration not stated)
  12 | 7 | -3 | -6 | 0.7 | 4 | 3 | 7 | 0.9
CC(=O)Nc1ccc(S(=O)(=O)N(C)c2ccc(OCC(=O)OCC(=O)N3CCCCC3)cc2)cc1
  -3 | -2 | -2 | 9 | 0.2 | -7 | 5 | 1 | -0.8
O=C(CC1CCCC1)N1CCCC(Nc2cccc(F)c2)C1 (configuration not stated)
  · | 4 | · | -12 | · | -12 | 2 | -11 | 0.7
CC1(C)Cc2c(C#N)c(NCc3ccco3)nc(-c3ccco3)c2CO1
  -7 | -4 | 7 | -4 | 0.0 | -5 | 2 | 37* | 3.5
COc1cc(-c2noc(CCCC(=O)Nc3ccc(C(N)=O)cc3)n2)cc(OC)c1OC
  -3 | -14 | 1 | -8 | 0.4 | -24 | 1 | 1 | 0.5
C/C(CC(=O)Nc1ccc(N(C)C)cc1)=N\NC(=O)C(=O)NCc1ccccc1
  -9 | -2 | -8 | -16 | 1.4 | -6 | 5 | -7 | -1.2
Cc1onc(-c2ccccc2)c1C(=O)N1CCCC(C(F)(F)F)C1 (configuration not stated)
  -7 | -7 | 1 | 16 | -0.5 | 0 | 1 | -3 | -0.3
CCN1C(=NCc2cc(OC)c(OC)c(OC)c2)N[C@@H](c2ccccc2)[C@H](C(=O)OC)[C@H]1C
  -3 | -3&-5 | 13 | -6&-1 | -0.9 | · | 4&3 | 20&-4 | 0.0&0.1
O=C(NCCCl)c1ccc(OCc2ccccc2)cc1Cl
  23 | -5 | -4 | -10 | 3.2 | -4 | 57* | -1 | 0.9
CCc1cc(=O)oc2cc(C)cc(OC(C)C(=O)NCCN3CCOCC3)c12 (configuration not stated)
  -16 | 4 | -4 | 7 | 0.3 | 10 | 2 | -2 | 0.2
O=C(N/N=C/c1cccc([N+](=O)[O-])c1)c1cc2c(ccc3ccccc32)o1
  -4 | -2 | -4 | -7 | 0.3 | 9 | 5 | 2 | 0.8

Additional records.
Results follow in this order: D2 antag | D1 potentiator | D2 potentiator | D1 antagonist | D2 agonist | RXFP1 antag | D1 ag | TRHR PAM | TRHR ag
COc1ccccc1NC(=O)CSc1nc(C)c2c(c1C#N)CCCC2
  9 | 5 | -17 | 2 | 1.5 | 0 | 2 | -2 | 0.1
CCC1(c2ccc(Cl)cc2)NC(=O)N(CC(=O)NCc2ccc(F)cc2)C1=O (configuration not stated)
  -15 | · | 3 | -2 | -0.4 | -3 | 8 | 11 | 0.5
CCC(C)NC(=O)Cn1ncc2c([nH]c3ccc(C)cc32)c1=O (configuration not stated)
  · | 3 | 15 | -26 | 0.1 | -2 | 2 | 0 | 0.0
O=C(COC(=O)C1=COCCO1)NC1CCCCCCC1
  -7 | 0 | 0 | -11 | 0.1 | 9 | 3 | -8 | -0.8
Cc1ccc(C)c(SCC(=O)NCc2ccco2)c1
  5 | 0 | -3 | 22 | 0.0 | -6 | -1 | -2 | 0.0
Cn1c(CSCc2ccc(Cl)cc2)n[nH]c1=S
  -8 | 0 | -3 | -20 | -1.4 | 8 | 3 | -4 | -0.7
COc1cc(/C=C(/C#N)c2ccccc2)ccc1Oc1ccc([N+](=O)[O-])cn1
  -19 | -5 | 7 | 11 | -2.1 | 11 | 10 | 2 | -1.3
CCN(CC)c1ccc(NC(=S)NC(=O)c2ccco2)cc1
  -3 | 4 | -1 | -10 | -0.5 | -13 | 0 | -1 | 0.5
COc1cccc(C(=O)NC2CC3CCC(C2)N3Cc2ccccc2)c1 (configuration not stated)
  96* | 0 | -14 | -49* | 0.6 | 8 | 7 | -3 | 0.2
CC(C)(CO)NC(=O)c1ccc2nc(Cc3cccc(Cl)c3)oc2c1
  -3 | -4 | -1 | -13 | -1.4 | 1 | 4 | -2 | -0.8
CCOc1ccc(C(=O)Nc2ccc3oc(-c4cccc5ccccc45)nc3c2)cc1
  · | -1 | 5 | -17 | -0.6 | 24 | 4 | -3 | 0.5
CC(CNC(=O)c1ccc(-c2ccccc2)cc1)CN(C)C (configuration not stated)
  -21 | 3 | -9 | -16 | 1.4 | -2 | 6 | 3 | 0.5
COc1ccccc1NC(=S)N1CCC(c2nc3ccccc3o2)CC1
  2 | 9 | 9 | 6 | -0.3 | 6 | 0 | -4 | 1.0
CC(=O)Oc1ccc2c(c1)O/C(=C\c1ccncc1)C2=O
  -4 | 0 | -2 | -2 | 12 | · | 65* | 5 | 29
Cc1ccccc1NC(=O)c1c(O)c2cccc3c2n(c1=O)CC3
  · | -6 | · | -1 | · | · | 3 | -1 | -0.3
Cn1c(=O)c2c(ncn2CC(=O)N2CCCc3ccccc32)n(C)c1=O
  4 | -8 | -2 | -16 | -0.3 | -1 | 5 | -2 | -0.5
Cc1nc(N2CCN(S(=O)(=O)c3ccccc3C#N)CC2)c2c(-c3ccccc3)csc2n1
  16 | -4 | 3 | 9 | 0.8 | 3 | 5 | 6 | 2.0
COC(=O)c1oc2c(c1C)C(=O)CC(C)(C)C2
  3 | -10 | 1 | 9 | -0.8 | -3 | 1 | -1 | -0.1
COc1ccccc1-n1cc(C(=O)NCC(=O)N2CCN(c3ccccn3)CC2)c2ccccc2c1=O
  -8 | -11 | 11 | -5 | 1.5 | 3 | 2 | -5 | -2.4
Nc1ccc(SC(F)(F)F)cc1C(=O)c1ccccc1
  -10 | -8 | 12 | 3 | 0.7 | · | 10 | 7 | -0.8
O=C(CNc1ccc2ccccc2c1)N/N=C/c1ccncc1
  7 | -4 | -4 | 2 | 0.3 | -8 | 8 | 2 | -0.6
COc1ccc(C2C=C(c3ccc(F)cc3)NC(=S)N2)cc1OC (configuration not stated)
  -8 | 4 | -2 | -4 | 0.8 | 2 | 1 | 0 | -0.1
Cc1cc(C)cc(C(=O)NCCN2CCOCC2)c1
  -10 | -7 | -1 | 4 | -0.1 | -4 | 1 | -5 | -0.7
COc1ccc(-c2nc3c(=O)n(C)c(=O)[nH]c3n2CCc2ccccc2)cc1
  -32 | -2 | -10 | 11 | -1.8 | 6 | -1 | 7 | 0.1
COc1cc(OC)cc(C(=O)Nc2ccc3nc4c(c(Nc5ccc(OC)c(OC)c5)c3c2)CCCC4)c1
  · | 0 | 1 | -19 | · | · | 5 | -2 | -0.3
COc1ccc2[nH]c3c(c2c1)[C@@H]1CCN2C(=O)CCC[C@H](C3)[C@H]12
  13 | -3 | 0 | 16 | -0.5 | · | 2 | -2 | 0.4

Complete entries, looked up by structure. Values in the order: D2 antag	D1 potentiator	D2 potentiator	D1 antagonist	D2 agonist	RXFP1 antag	D1 ag	TRHR PAM	TRHR ag
Listed for COc1ccc(-c2[nH]ncc2CNCCc2ncccc2C)cc1F = 28	-1	7	-2	-0.5	-12	1	-1	0.2
Listed for Cc1ccc(SCC(=O)NC(C)c2ccccc2)cc1 (configuration not stated) = -3	-2	7	-4	1.7	-8	4	-2	1.3
Listed for Cc1ccc(S(=O)(=O)N2CCOCC2)cc1NC(=O)C1CC(=O)N(c2ccc3c(c2)OCCO3)C1 (configuration not stated) = 14	-1	-3	-20	-0.7	-4	0	-2	0.6

An excerpt from above with just D1 antagonist, D2 potentiator and D2 antag.
Structure	D1 antagonist	D2 potentiator	D2 antag
Cc1nc(N2CCN(S(=O)(=O)c3ccccc3C#N)CC2)c2c(-c3ccccc3)csc2n1	9	3	16
COC(=O)c1oc2c(c1C)C(=O)CC(C)(C)C2	9	1	3

From PubChem BioAssay
